XIAP antagonists: small molecules displacing peptide from XIAP – biochemical, IAP family, fluorescence polarization (AID 1018). XIAP BIR domain, fluorescence polarization peptide displacement; higher % means a stronger effect. one-dose displacement, % at 20 µM; IC50 in µM for titrated hits. 0.007% of 200,000 active; in the data active = displacement above about 50%; also: a part of the inactive calls stands beside numbers as strong as those of hits
CSM14.1 death rescue: rescue of cells from ER stress-induced death, primary screen, 384-well, CSM14.1, thapsigargin, ATP luminescence (AID 1222). CSM14.1 thapsigargin-induced death rescue, ATP luminescence; higher % means a stronger effect. cellular ATP content (survival), % at 20 µM; hits with a dose series show EC50 in µM. 190,000 tested, under 10 active;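 active = EC50 below 50 µM in the dose-response confirmation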;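 also: death triggered by thapsigargin at about 15 µM added after 2 h compound pretreatment; cell ATP read after overnight thapsigargin exposure of roughly 18 to 22 hours; normalized against plate controls of thapsigargin alone and 5% DMSO vehicle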
UTI89 phage lysis: protection from phage-mediated lysis, alamar blue read-out – E. coli UTI89, K1F phage, bacterial capsule biogenesis inhibitors (AID 488966). 0.02% of 340,000 active. inhibition, % at 100 µM; hits with a dose series show IC50 in µM. E. coli UTI89 K1F phage lysis, alamar blue, 2 h; higher % means a stronger effect;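 active = phage lysis inhibition, versus mean bacterial control, above a set limit; inconclusive = no clear call, values can overlap the other calls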;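 also: capsule biogenesis inhibitors block K1F phage lysis so surviving cells raise fluorescence; higher fluorescence means more inhibition of phage lysis; actives were called in the ten point dose series up to 300 µM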
Large T inhibition: SV40 large T antigen inhibitors, biochemical (AID 1903); inhibition, % at 20 µM, or IC50 in µM where a hit was titrated; 0.39% of 310,000 active; SV40 large T antigen ATPase/helicase inhibition assay; higher % means a stronger effect; in the data active = a potency from the dose series; inconclusive = inhibition mostly from about 32% at the one dose, without a potency; inactive = the rest, 99 in 100 with inhibition below about 32%; also: strong numbers were not always called active
Yfh1-depleted yeast: mitochondrial function rescue without frataxin homolog – Friedreich's ataxia, plus single-dose screen, dose response (AID 1465); S. cerevisiae Yfh1-off respiration, WST-1 reduction, 72 h; higher fold induction means a stronger effect; fold induction at 50 µM; hits with a dose series show EC50 in µM; 0.074% of 220,000 active;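 active = fold induction of absorbance versus untreated yeast above a set limit, then at least 30% activation at any dose in follow-up; inconclusive = repeats straddling the limit, or above it without dose testing; inactive = fold induction below the set limit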;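 also: activators that raise dye reduction in frataxin-depleted yeast; strong numbers were not always called active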
WT yeast gro inh: growth inhibition of WT yeast, mitochondrial fusion screen; mitochondrial fusion phenotypic screen, WT strain; inhibition, % at 10 µM; 2.1% of 190,000 active; in the data active = inhibition above about 58%; tested in S. cerevisiae
RSV antiviral HEp-2: inhibition of RSV-induced cytopathic effect – HEp-2 cells, primary 10 µM value included (AID 2391). CPE inhibition, % at 10 µM; hits with a dose series show IC50 in µM. HEp-2 cells, RSV-induced CPE inhibition; higher % means a stronger effect. 0.13% of 310,000 active; in the data active = a potency from the dose series; inconclusive = CPE inhibition mostly from about 23% at the one dose, without a potency; inactive = the rest, 99 in 100 with CPE inhibition below about 21%; also: strong numbers were not always called active
West Nile virus CPE: inhibition of WNV-induced cytopathic effect – cell-based, CPE readout (AID 1621) | West Nile virus-infected cells, CPE inhibition; higher % means a stronger effect | CPE inhibition, % at 10 µM; hits with a dose series show IC50 in µM | 0.02% of 290,000 active; in the data active = a potency from the dose series; inconclusive = CPE inhibition mostly from about 3.7% at the one dose, without a potency; inactive = the rest, 99 in 100 with CPE inhibition below about 2.2%; also: strong numbers were not always called active
NS5 inhibitors: flavivirus cap methylation enzyme inhibition – biochemical, confirmation dose response, primary screen (AID 588689) | Dengue-2 NS5 methyltransferase capping enzyme assay, biochemical; higher % means a stronger effect | inhibition, % at 25 µM; hits with a dose series show IC50 in µM | 0.3% of 340,000 active; in the data active = a potency from the dose series; inconclusive = inhibition above about 29% without an active follow-up result
WT yeast gro inh mutant strain: recorded beside WT yeast gro inh, whose call it bears; inhibition, %; mitochondrial fusion phenotypic screen, mutant strain inhibition
NS5 inhibitors pilot replicate: also measured in NS5 inhibitors; calls as there; inhibition, %; measured here: pilot screen replicate inhibition
* hit, by the source's call; i = inactive; u = inconclusive; x = no result given; [ ] = dose if it differs, or a comment. No enrichment for hits; any-hit rate near 2.2%.

SMILES	XIAP antagonists	CSM14.1 death rescue	UTI89 phage lysis	Large T inhibition	Yfh1-depleted yeast	WT yeast gro inh	WT yeast gro inh mutant strain	RSV antiviral HEp-2	West Nile virus CPE	NS5 inhibitors	others
CN(C1CCCCC1)S(=O)(=O)c1ccc(NC(=O)c2ccco2)cc1	-8.2%	-1.0%	1.0%	21%	i	16	22	0.6%	-0.4%	x
COc1ccc(S(=O)(=O)Cc2ccc(C(=O)N3CCN(c4cc(Cl)ccc4C)CC3)o2)cc1	-4.5%	-1.5%	0.8%	5%	i	42	-5	-1.0%	0.0%	-3%
CC(C)C(=O)NNC(=O)CSc1nnnn1C(C)C	20%	-1.0%	0.0%	x	i	-5	-12	1.1%	0.2%	-2%
COc1c(C)cc(C(=O)C2CCCN(C(=O)c3cc(C4CC4)[nH]n3)C2)cc1C (stereo unspecified)	x	x	0.0%	5%	x	x	x	6.0%	-0.1%	2%
CCOC(=O)c1sc2nc(CSc3ccccc3)nc(N3CCC(C(N)=O)CC3)c2c1C	-5.9%	0.4%	-0.3%	10%	i	71*	-4.2*	18%	-0.5%	-6%
O=C(O)C1CCC(CN(Cc2cccc(Br)c2)C(=S)Nc2ccccc2F)CC1 (stereo unspecified)	-3.4%	-5.1%	-0.4%	9%	i	-3	9	2.0%	-0.2%	2%
O=S(=O)(Nc1ccc(S(=O)(=O)Nc2nccs2)cc1)c1ccc(Br)cc1	x	x	0.1%	-11%	x	x	x	0.1%	-0.2%	5%
COc1ccc(C(=O)Nc2cccc(C(=O)NCc3ccco3)c2)cc1	-6.0%	-0.6%	0.5%	17%	i	4	0	17%	-0.7%	2%
Cc1cc(NC(=O)CC(C)C)c(=O)n(Cc2c(F)cccc2Cl)c1	x	x	0.3%	3%	x	x	x	8.5%	-1.1%	0%	NS5 inhibitors pilot replicate=1.8
CCOC(=O)C1(CCc2ccccc2)CCN(C(=O)Cc2nonc2C)CC1	2.1%	-0.1%	-0.6%	0%	i	20	4	3.8%	-1.1%	-7%
COc1ccc(C)cc1NC(=O)n1ncc2cc(Cl)ccc21	x	x	0.1%	6%	x	x	x	3.0%	2.2%	-11%
Cc1ccc2nc(CCc3nc4ccc(C)cc4o3)oc2c1	-8.0%	1.0%	0.4%	8%	i	11	6	-0.1%	0.1%	-4%
COc1cc(NC(=O)CN2C(=O)COc3ccc(S(=O)(=O)N4CCOCC4)cc32)cc(OC)c1	x	x	0.3%	24%	x	x	x	0.1%	-0.2%	-6%
O=C(NCCN1CCOCC1)C(=O)NCC1OCCN1S(=O)(=O)c1ccc(Br)cc1 (stereo unspecified)	x	x	0.1%	9%	x	x	x	-0.3%	-0.3%	0%
Cc1ccc(C2NC(=O)c3c(sc4c3CCN(C)C4)N2)o1 (stereo unspecified)	-1.5%	-0.7%	2.3%	5%	i	-12	2	0.8%	0.0%	15%
c1ccc(-n2ncc3c2ncn2nc(CSc4nc5ccccc5s4)nc32)cc1	-5.0%	3.0%	6.7%	x	x	x	x	0.6%	x	-1%
CCc1ccc(C(=O)CSc2nc(N)cc(=O)[nH]2)cc1	x	x	0.1%	8%	x	x	x	-1.2%	-0.4%	-3%
O=C1N(Cc2cccc(Cl)c2)C[C@@H]2C[C@@H](c3c[nH]c4ccccc34)N3CCC[C@@]123	-24%	-1.1%	-0.5%	11%	i	4	10	2.0%	-0.7%	-2%
CCC(=O)OC1(C)C(=O)C2=COC(c3ccc(OC)cc3)=CC2=C(Br)C1=O (stereo unspecified)	x	x	1.1%	u	i	x	x	0.6%	0.8%	>100µM*
CCOc1ccc(/C=N\NC(=O)CC(=O)NCCc2ccccc2)cc1	x	x	0.3%	5%	x	x	x	1.5%	-0.9%	1%

Brought forward from above: 3 compounds, then new ones.
SMILES	XIAP antagonists	CSM14.1 death rescue	UTI89 phage lysis	Large T inhibition	Yfh1-depleted yeast	WT yeast gro inh	WT yeast gro inh mutant strain	RSV antiviral HEp-2	West Nile virus CPE	NS5 inhibitors	others
O=C1N(Cc2cccc(Cl)c2)C[C@@H]2C[C@@H](c3c[nH]c4ccccc34)N3CCC[C@@]123	-24%	-1.1%	-0.5%	11%	i	4	10	2.0%	-0.7%	-2%
CCC(=O)OC1(C)C(=O)C2=COC(c3ccc(OC)cc3)=CC2=C(Br)C1=O (stereo unspecified)	x	x	1.1%	u	i	x	x	0.6%	0.8%	>100µM*
CCOc1ccc(/C=N\NC(=O)CC(=O)NCCc2ccccc2)cc1	x	x	0.3%	5%	x	x	x	1.5%	-0.9%	1%
CC(C)CNC(=O)c1ccc(COc2ccc(Cl)cc2Cl)o1	-3.7%	-1.1%	-0.7%	u	i	5	-2	7.8%	-0.6%	-7%
CCN(C(=O)COC(=O)/C=C/c1ccc(S(=O)(=O)N2CCc3ccccc32)cc1)C1CCS(=O)(=O)C1 (stereo unspecified)	-4.2%	0.2%	x	6%	i	-1	7	2.5%	0.3%	x
C/C(=N\Nc1cccc2cccnc12)c1ccc(N)cc1	-0.9%	1.4%	0.2%	9%	i	6	3	4.0%	-0.1%	-17%
O=C1CC(NCc2cccs2)C(=O)N1c1ccc(Cl)cc1 (stereo unspecified)	-2.1%	-0.5%	0.3%	5%	i	-2	-2	0.9%	0.1%	-8%
CC(C)C[C@H](NC(=O)c1nc[nH]c1C(=O)NC(c1ccccc1)c1ccccc1)C(=O)OCc1ccccc1	-1.1%	3.0%	1.0%	3%	i	8	-1	-0.4%	1.1%	4%
CCOC(=O)C1(Cc2ccccc2C(F)(F)F)CCN(C(C)CCn2cccn2)CC1 (stereo unspecified)	-3.2%	-2.4%	-0.8%	15%	i	8	-2	-1.1%	-1.2%	-3%
CCCCc1cc(=O)oc2c(C)c(OCC(=O)N3C[C@H]4C[C@@H](C3)c3cccc(=O)n3C4)ccc12	x	x	3.3%	14%	x	x	x	-0.7%	-0.7%	1%
COc1ccc(C(OC(=O)c2cccs2)C(=O)NCC2CCCO2)cc1 (stereo unspecified)	0.0%	0.5%	0.3%[50 µM]	5%	i	16	17	-1.2%	0.0%	0%
OC1(C#CCCN2CCCCC2)c2ccccc2-c2ccccc21	-3.7%	-0.9%	0.7%	0%	i	-5	-33	-1.0%	-1.0%	-3%
COc1ccc2[nH]c(=O)c(CN(CCc3ccccc3)C(C)=O)cc2c1	-3.1%	-0.8%	-6.8%	3%	i	-13	-18	-0.5%	-0.5%	1%
Cc1ccc(S(=O)(=O)N(C)c2ccc(OC(C)C(=O)N3CCCC3)cc2)cc1C (stereo unspecified)	x	x	-1.2%	6%	x	x	x	-0.7%	x	1%
CCCCNC(=O)N1CCOCCOCCN(C(=O)NCCCC)CCOCCOCC1	-2.8%	x	0.4%	2%	i	-8	-7	0.6%	0.0%	-5%
O=C(NC1CC1)c1ccc(CS(=O)c2ccc(Br)cc2)o1 (stereo unspecified)	x	x	0.1%	-2%	x	x	x	5.5%	-0.2%	-10%
Nc1nc(CSc2nnc(-c3cccc(F)c3)n2-c2ccccc2)nc(N2CCOCC2)n1	-7.6%	-2.4%	2.9%	8%	i	-16	-22	1.5%	0.1%	4%
O=C(NCc1n[nH]c(=S)n1-c1cccc(Cl)c1)c1cccs1	-12%	x	-1.1%	13%	i	2	8	1.7%	0.6%	2%
Cc1ccc(N2CC(C(=O)NCc3ccc(C)n3C)CC2=O)cc1 (stereo unspecified)	-15%	-16%	0.0%	8%	i	27	-1	-0.3%	-0.3%	-4%
Cc1c(C)c2c(OCC(=O)NC3CC3)cc3c(c2oc1=O)CCC(C)(C)O3	x	x	-0.1%	15%	x	x	x	0.1%	0.1%	-6%
NC(=O)c1c(NC(=O)CN2C(=O)NC(Cc3ccccc3)C2=O)sc2c1CCC2 (stereo unspecified)	x	x	0.2%	15%	i	x	x	2.1%	-0.2%	-14%
Cc1ccc(C)c(NC(=O)CN(C)C(=O)CSCc2c(C)noc2C)c1	x	x	0.7%[50 µM]	10%	x	x	x	0.9%	x	1%
COCCCN(Cc1ccco1)C(=O)c1cc2c(s1)-c1ccc(Cl)cc1S(=O)(=O)C2	x	x	0.0%	x	x	x	x	-0.8%	-1.0%	3%
COc1ccc(C(C#N)c2cnccn2)cc1OC (stereo unspecified)	x	x	1.6%	11%	x	x	x	-0.3%	x	1%
O=C(OCc1cc2ccccc2[nH]c1=O)c1ccco1	-5.0%	x	0.1%[50 µM]	18%	i	-15	4	0.9%	0.0%	1%
COC(=O)c1ccc(NC(=O)Nc2ccc(OC)cc2)cc1	-2.4%	-0.7%	0.3%	3%	i	10	0	6.4%	-0.1%	-47%
Cn1ncc(N=Cc2ccccc2)c1C(=O)Nc1cccc(Cl)c1	-4.2%	-2.8%	6.0%	9%	x	10	11	2.1%	x	5%
O=c1ncn(-c2ccc(F)cc2)c2ncccc12	-6.6%	2.4%	1.4%	-2%	i	-2	-12	-0.9%	0.3%	0%
CCNS(=O)(=O)c1ccc(NC(=O)c2cccnc2)cc1	-3.2%	-2.3%	0.3%	5%	i	11	8	-0.1%	0.3%	-4%
CN(C)CCCOC(=O)COc1ccc(Br)cc1	x	x	-0.6%	-2%	i	x	x	x	0.5%	1%
CC1CN(CCC(=O)Nc2ccccc2F)CC(C)O1 (stereo unspecified)	x	x	0.1%	7%	x	x	x	2.7%	0.1%	-3%
Cc1ccc2nsnc2c1NC(=O)c1cccnc1Cl	1.6%	-0.7%	0.2%	6%	i	-11	-12	0.7%	0.1%	3%
O=C(Nc1ccc2c(c1)OCO2)C1CCCCN1S(=O)(=O)c1ccccc1 (stereo unspecified)	-4.9%	0.6%	0.5%	13%	i	18	14	2.7%	0.1%	0%
C=CCN=c1scc(-c2ccc3c(c2)NC(=O)CO3)n1/N=C(\C)c1ccccn1	-3.4%	-2.9%	-0.1%	13%	i	1	-36	x	-0.4%	9%
COc1ccc(-c2ccc(C#N)c(SCC(=O)NC3CC3)n2)cc1OC	x	x	-0.3%	12%	i	x	x	2.0%	-0.3%	-1%
O=C(/C=C/c1ccco1)Nc1ccc(C(=O)N2CCOCC2)cc1	121%	-1.8%	9.8%	6%	i	-16	-5	2.9%	-0.3%	-4%
CCCCC1=CC2=C(c3ccco3)C(=O)C(C)(OC(=O)c3ccc(OC)cc3)C(=O)C2=CN1Cc1ccccc1 (stereo unspecified)	x	x	-3.0%	28%	i	x	x	-1.3%	0.8%	4%
Cc1ccc(NC(=O)N/C=C/c2ccccc2)cc1	-6.7%	-1.7%	0.5%	27%	i	-15	-11	0.9%	-0.1%	2%
CCOC(=O)c1c(NCC2CCCO2)c2ccccc2[nH]c1=O (stereo unspecified)	-1.8%	-3.0%	1.5%	-6%	i	-6	-11	2.4%	0.9%	-1%
